# RAD54 inh – blocks human RAD54 Holliday junction branch migration | Q92698 | FAM/BHQ fluorescence | inhibition, % at 10.4 µM | hit rate 0.14% among 360,000 | AID 602329;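 active means mean normalized replicate activity at least 40 and at least half of replicates scoring 40 or more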;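 further: 0% = median of neutral control wells and 100% = median of positive control wells; inhibitors cause a drop in the FAM fluorescence signal; in these data hits start at about 50%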
# RAD52 inh – RAD52 (human) annealing inhibition | P43351 | recombinant RAD52 DNA annealing, FRET fluorescence | inhibition, % at 18.7 µM | hit rate 0.46% among 360,000 | AID 651710;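 active means every replicate showing at least 50% inhibition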
# Target sequence (P43351 whole entry, looked up): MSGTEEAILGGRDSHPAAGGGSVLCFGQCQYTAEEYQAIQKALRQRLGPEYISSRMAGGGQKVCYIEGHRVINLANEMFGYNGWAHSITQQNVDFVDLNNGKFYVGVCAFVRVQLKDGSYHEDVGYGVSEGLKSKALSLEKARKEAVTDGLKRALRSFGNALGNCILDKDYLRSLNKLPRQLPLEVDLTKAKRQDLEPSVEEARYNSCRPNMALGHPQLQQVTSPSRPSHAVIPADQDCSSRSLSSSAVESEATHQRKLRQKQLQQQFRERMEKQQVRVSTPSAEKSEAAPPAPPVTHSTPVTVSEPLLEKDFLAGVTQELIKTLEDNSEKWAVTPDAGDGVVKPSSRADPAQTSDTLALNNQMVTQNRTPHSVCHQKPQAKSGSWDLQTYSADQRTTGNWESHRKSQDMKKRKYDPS
# ERAP1 HTS inh – ERAP1 (human) enzyme inhibition | recombinant ERAP1, Leu-AMC fluorescence, 60 min | inhibition, % at 10.7 µM | hit rate 0.15% among 340,000;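 active means mean replicate inhibition of at least 30%, or all replicates individually reaching that 30% level; inactive means mean below 30% and not every replicate reaching it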;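 further: 0% = neutral control wells and 100% = L-leucinethiol positive control wells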
# ARNT-TACC3 inh – disrupts binding between human ARNT and TACC3. AlphaScreen His-ARNT PAS-B/GST-TACC3 binding, luminescence; TACC3 fragment carries E629A point mutation. inhibition, % at 9.99 µM. hit rate 0.66% among 390,000;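 active means mean inhibition of replicates at least 50% and at least half of replicates each reaching 50%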;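 further: 0% = complete ARNT plus TACC3 wells and 100% = ARNT alone without TACC3; many hits fall short of the cut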
# Xi reactivation – activators of X-chromosome reactivation in mouse fibroblasts | hit rate 0.055% among 360,000 | XiGFP mouse fibroblasts, % GFP-positive cells imaging, 3 d; cells co-treated with 5-aza-dC sensitizer; scaled so ellipticine positive control = 100% | activation, % at 7.58 µM;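 active means mean normalized replicate activation at least 10% and every replicate at or above 10%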;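 further: 0% = median of on-plate neutral control wells and 100% = ellipticine 6 µM median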
#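 System: 68-5-11 XiGFP fibroblast line | Buffer or medium: DMEM containing 5-aza-dC | Compound: Single point | Times: Compounds 3 days, fix/stain 15 min at room temperature | Benchmarks: Positive control ellipticine, 6 µM final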
# esBAF inh – inhibitors of esBAF chromatin remodeling in mouse ES cells | Bmi1-luciferase knock-in reporter, 24 h; 100% = twice the neutral-well signal | reporter increase, % at 12.5 µM | hit rate 2% among 350,000 | AID 602393; in the data active means activation above about 40%;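 further: 0% = median of the plate's neutral control wells and 100% = double that signal; a rise in the Bmi1 reporter signal indicates esBAF inhibition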
# F508del corr – correctors of CFTR F508del function in bronchial epithelial cells; hit rate 0.36% among 350,000; CFBE cells, YFP halide quenching; stimulated with forskolin plus potentiator P3; % fluorescence drop versus neutral controls; activity (quench increase), % at 7.58 µM;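 active means mean added fluorescence quench of at least 8% versus neutral control, with both replicates also reaching 8%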;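 further: cells transiently co-express mutant CFTR-F508del with the halide-sensitive YFP; corrector assay measuring rescue of mutant channel to the surface after 24 h compound exposure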
# INS-1E GSIS act – primary screen for activators of insulin secretion dependent on glucose, INS-1E cells, GLuc reporter luminescence. INS-1E GLuc reporter insulin secretion, 2-3 h. activation, % at 16.6 µM. hit rate 0.61% among 370,000. AID 743287;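 active means lowest replicate activation of at least 40%, so every replicate reaches that level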;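 further: 0% = median of neutral control wells and 100% = median of IBMX positive control wells; some compounds called inactive have numbers as strong as hits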
# * marks the source's active call; other numbers are inactive results; / = no result given; & = joins results of further samples.
item	Compound	RAD54 inh	RAD52 inh	ERAP1 HTS inh	ARNT-TACC3 inh
1	Cc1c(C)c(C)c(S(=O)(=O)Nc2ccc3[nH]c(=O)[nH]c3c2)c(C)c1C	-2	-6	-1	/
2	CN(C)CC(=O)Nc1ccc2c(c1)[C@H]1C[C@@H](CC(=O)NCc3ccncc3)O[C@H](CO)[C@H]1O2	0	-9	-1	1
3	CCCN1C[C@@H](C)[C@@H](OC)CN(C)C(=O)c2cc(NC(=O)Nc3cccc(F)c3)ccc2OC[C@H]1C	-3	/	/	9
4	Cc1nc2c(ncn2-c2ccccc2)c(=O)n1NC(=O)CN1CCCC1	/	0	1	-1
5	C/C=C/c1cnc2c(c1)C(=O)N([C@@H](C)CO)C[C@@H](C)[C@H](CN(C)C(=O)CN1CCOCC1)O2	3	5	-3	-6
6	COc1ccccc1CCC(=O)Nc1cc(S(=O)(=O)N2CCCCC2)ccc1N1CCN(C)CC1	9	-9	4	6
7	Cn1cccc1-c1cc(C(=O)N/N=C/c2cccc(O)c2)[nH]n1	2	-9	6	6
8	CN(Cc1ccccc1)C(=O)CN1C(=O)c2ccc([N+](=O)[O-])cc2C1=O	-1	-13	3	-2
9	CC(NC(=O)C(Cc1ccccc1)=NO)c1ccccc1 (stereo not given)	/	-5	2	-10
10	CCCC#Cc1ccc2c(c1)O[C@H](CN(C)C(=O)c1ccccn1)[C@@H](C)CN([C@@H](C)CO)S2(=O)=O	4	8	-1	/
11	O=C1CN(C(=O)COc2ccccc2)c2ccccc2N1	-11	-5	3	-3
12	CNc1nnc(CSc2nc3ccccc3s2)s1	-6	4	3	-22

item	Xi reactivation	esBAF inh	F508del corr	INS-1E GSIS act
1	0.0	4	-1.2	-6
2	0.4	-3	-1.0	20
3	0.4	0	0.1	2
4	0.3	/	0.3	7
5	-0.7	3	-0.8	13
6	-0.1	-1	2.1	-16
7	0.3	17	-0.2	5
8	-0.1	0	1.1	-21
9	0.1	15	-2.3	6
10	-0.3	3	3.0	-7
11	1.4	/	-1.2	-5
12	/	-1	/	-2

# More results:
item	Compound	RAD54 inh	RAD52 inh	ERAP1 HTS inh	ARNT-TACC3 inh
13	Cc1ccc(OCC(O)Cn2c(N)nc3c2c(=O)n(C)c(=O)n3C)cc1 (stereo not given)	/	-5	-1	-43
14	COc1ccc(NC(=O)c2cc(S(=O)(=O)N3CCOCC3)cn2C)cc1Cl	3	-11	4	-5
15	CCc1ccc(-c2nc(SCC(=O)c3c(N)n(C4CC4)c(=O)[nH]c3=O)n[nH]2)cc1	4	-15	6	-3
16	COc1ccccc1C(=O)Nc1ccc2c(c1)OC[C@@H](C)N(C)C[C@@H](C)[C@@H](OC)CN(C)C2=O	3	11	-4	-5
17	Cc1nc(N)sc1-c1csc(Nc2cc(N(C)C)ccc2Cl)n1	/	-10	/	/
18	Cc1ccc2nc(N3CCN(C(=O)CCC(=O)O)CC3)nc(-c3ccccc3)c2c1	-1	-4	4	-10
19	O=C(NCC[C@H]1CC[C@@H](NS(=O)(=O)c2cccc(F)c2)[C@@H](CO)O1)Nc1cc(F)ccc1F	-16	1	2	2
20	O=C(Cc1ccccc1)N1CC2(C1)[C@@H](c1ccccc1)[C@@H](CO)N2C(=O)c1cccnc1	/	9	-4	/
21	Cc1ccc(NC(=O)C2C3C=CC4(CN(Cc5cccnc5)C(=O)C24)O3)cc1F (stereo not given)	9	-9	/	/
22	Cc1ccc(Cc2nc3ccccc3n2C(CCc2ccccc2)c2nc3ccccc3[nH]2)cc1 (stereo not given)	/	-10	/	/
23	CC(C)NC(=O)Nc1ccc2c(c1)CC(=O)N([C@@H](C)CO)C[C@H](C)[C@H](CN(C)C(=O)Nc1ccc3c(c1)OCO3)O2	4	13	-1	8
24	COc1ccc(CN(C)C[C@H]2Oc3c(NC(=O)c4cnccn4)cccc3C(=O)N([C@H](C)CO)C[C@@H]2C)cc1	-5	-10	0	6

item	Xi reactivation	esBAF inh	F508del corr	INS-1E GSIS act
13	0.1	/	-0.1	19
14	0.1	5	2.6	/
15	0.0	-11	2.3	-3
16	-0.3	1	0.8	-2
17	0.0	12	1.9	15
18	0.2	-15	-2.5	5
19	-0.4	9	-0.4	-9
20	-0.1	/	-3.0	-4
21	0.3	2	0.2	6
22	0.0	/	-4.0	-8
23	-0.1	5	-0.7	17
24	-0.9	1	-1.1	3

# Filtered by structure, the compounds so far containing two or more sulfur atoms (2)
item	Compound	RAD54 inh	RAD52 inh	ERAP1 HTS inh	ARNT-TACC3 inh
12	CNc1nnc(CSc2nc3ccccc3s2)s1	-6	4	3	-22
17	Cc1nc(N)sc1-c1csc(Nc2cc(N(C)C)ccc2Cl)n1	/	-10	/	/

item	Xi reactivation	esBAF inh	F508del corr	INS-1E GSIS act
12	/	-1	/	-2
17	0.0	12	1.9	15

# Next compounds follow.
item	Compound	RAD54 inh	RAD52 inh	ERAP1 HTS inh	ARNT-TACC3 inh
25	CCCc1cc2c(cc1NC(=O)c1ccccc1Cl)OCO2	3	/	/	-1
26	CCNC(=O)Nc1ccc2c(c1)C(=O)N(C)[C@@H]1CC[C@H](CC(=O)Nc3ccccc3)O[C@H]1CO2	-6	4	1	0
27	O=C(Nc1ccccc1C(F)(F)F)NC1CCCCCCC1	/	11	0	-3
28	O=C(Cn1nnc(-c2cccs2)n1)NCc1ccccc1	/	-11	-4	3
29	O=C(N/N=C/c1ccc(N2CCCC2)c([N+](=O)[O-])c1)c1cccnc1	/	1	4	7
30	CCCCOC(=O)N1CCOCCOCCOCCOCC1	/	-6	-1	0
31	COc1ccc(COC[C@H](C)[C@H](O)[C@@H](C)[C@H]2OC(=O)[C@@H]2C)cc1	8	-2	-1	-2
32	O=C(Nc1cccc(C(F)(F)F)c1)c1cccnc1	/	3	3	-14
33	CN1CCN(S(=O)(=O)c2cccc(C(=O)N(C)CC(=O)Nc3ccc(Cl)c(Cl)c3)c2)CC1	1	-5	-4	4
34	O=C(c1ccco1)N1CCN(C(=O)c2ccc(CS(=O)c3ccc(Cl)cc3)o2)CC1 (stereo not given)	7	-1	1	-1
35	O=C(O)CC1(CC(=O)NCc2ccccn2)CCCCC1	1	-13	/	-6
36	COc1cccc(S(=O)(=O)Nc2ccc3c(c2)[C@@H]2C[C@@H](CC(=O)O)O[C@H](CO)[C@@H]2O3)c1	-1	-3	0	-7

item	Xi reactivation	esBAF inh	F508del corr	INS-1E GSIS act
25	/	0	/	12
26	0.2	-7	-2.2	4
27	/	/	0.6	13
28	0.5	/	2.7	6
29	-0.1	/	0.5	6
30	0.0	/	-0.2	21
31	-0.1	-4	-0.8	3
32	/	-13	0.9	-4
33	-0.1	-8	6.6	-14
34	0.2	1	-3.0	-11
35	0.2	1	4.3	-6
36	0.0	-4	0.8	12

# Part of the list above, with values under each structure:
# The line under a structure holds: RAD54 inh	RAD52 inh	ERAP1 HTS inh	ARNT-TACC3 inh	Xi reactivation	esBAF inh	F508del corr	INS-1E GSIS act
[19] O=C(NCC[C@H]1CC[C@@H](NS(=O)(=O)c2cccc(F)c2)[C@@H](CO)O1)Nc1cc(F)ccc1F
    -16	1	2	2	-0.4	9	-0.4	-9
[20] O=C(Cc1ccccc1)N1CC2(C1)[C@@H](c1ccccc1)[C@@H](CO)N2C(=O)c1cccnc1
    /	9	-4	/	-0.1	/	-3.0	-4

# The list continues.
item	Compound	RAD54 inh	RAD52 inh	ERAP1 HTS inh	ARNT-TACC3 inh
37	CN(C)CCNC(=O)c1onc(CSc2ccncc2)c1C(=O)NCCN(C)C	4	9	/	-7
38	O=C(C[C@H]1C=C[C@@H](NC(=O)C2CCC2)[C@@H](CO)O1)NCc1ccncc1	-8	-3	0	-1
39	O=C(C[C@@H]1CC[C@H](NC(=O)Nc2cccc(F)c2)[C@@H](CO)O1)NCC1CCCCC1	-4	12	-4	-11
40	CC(=O)COC(=O)c1cccc(N2C(=O)C3C4C=CC(C4)C3C2=O)c1 (stereo not given)	-4	-14	/	-18
41	COC(=O)c1scc(C)c1NC(=O)Cc1ccccc1	1	/	/	1
42	C[C@H](CO)N1C[C@H](C)[C@@H](CN(C)C(=O)Nc2ccc(F)cc2)Oc2c(NC(=O)Nc3ccccc3)cccc2C1=O	-1	9	0	/
43	CC(NC(=O)c1ccc2c(c1)OCCO2)c1ccc(S(N)(=O)=O)cc1 (stereo not given)	10	-5	0	25
44	CC(C)NC(=O)Nc1ccc2c(c1)C(=O)N([C@H](C)CO)C[C@H](C)[C@@H](CN(C)Cc1ccc(C(F)(F)F)cc1)OCCCC[C@@H](C)O2	9&7	-23&8	0&1	-10
45	CC(C)c1ccc(NC(=O)C2Cc3c(-c4ccc(Cl)cc4)ccnc3O2)cc1 (stereo not given)	1	-4	3	/
46	COc1ccc(C(=O)CCC(=O)NC2=NCCS2)cc1	-26	-39	1	7
47	C[C@@H]1CN([C@H](C)CO)C(=O)c2cccc(NC(=O)Nc3ccccc3)c2O[C@H]1CN(C)C(=O)Nc1ccc(F)cc1	0	9	1	-10
48	Cc1cccc(-c2ccc([C@H]3[C@@H](CO)N4CCCCN(C(=O)c5ccc6c(c5)OCO6)C[C@@H]34)cc2)c1	-3	-18	-2	-9

item	Xi reactivation	esBAF inh	F508del corr	INS-1E GSIS act
37	-0.4	/	0.5	1
38	-0.3	-4	0.9	-1
39	-0.1	1	-1.1	16
40	0.3	0	-4.2	13
41	/	-7	/	-5
42	-0.2	3	-0.6	3
43	0.1	1	0.9	21
44	-0.1&0.0	-1&5	2.2&-3.7	-20&-4
45	-0.1	/	3.9	/
46	0.0	4	-1.2	5
47	-0.4	-3	3.9	16
48	0.3	0	1.1	-25

# (list continues)
item	Compound	RAD54 inh	RAD52 inh	ERAP1 HTS inh	ARNT-TACC3 inh
49	COc1ccc(NC(=O)C/C(C)=N/NC(=O)c2ccccn2)c(OC)c1	2	-3	-4	29
50	Cc1cccc(C)c1NC(=O)C1(C)CN(S(C)(=O)=O)CC(=O)N1CCc1ccc(O)cc1 (stereo not given)	/	-8	/	/
51	COc1ccc(CC(=O)OCC(=O)NC2CCCCCC2)cc1OC	-1	6	3	-5
52	CCOc1ccc(CC(=O)NCC2(N3CCCCC3)CCCCC2)cc1	/	-102	-1	3
53	C[C@H]1CN([C@@H](C)CO)S(=O)(=O)c2ccc(C3=CCCC3)cc2O[C@H]1CN(C)Cc1ccccc1	3	-9	3	-10
54	COc1ccccc1NC(=O)CSc1nnc(C2CCCCC2)o1	-2	/	/	2
55	CCC(=O)Nc1ccc2c(c1)OC[C@@H](C)N(CC1CCCCC1)C[C@@H](C)[C@@H](OC)CN(C)C2=O	13	/	/	-5
56	O=C(C[C@H]1CC[C@@H](NC(=O)C2CC2)[C@H](CO)O1)Nc1nccs1	-6	7	-1	19
57	Cc1nc2cc3ccccc3cc2c(=O)[nH]1	16	-26	-2	-3
58	COc1ccc2c3c([nH]c2c1)[C@@H](CO)N(C(C)=O)CC31CCN(C(=O)c2ccc3c(c2)OCO3)CC1	/	-2	-1	/
59	CCN(Cc1ccccc1)c1ccc(/C=N/NC(=O)c2cccc(S(=O)(=O)N3CCOCC3)c2)cc1	2	/	/	/
60	COc1ccc(OCC(=O)Nc2ccncc2)cc1	-3	-13	-1	0

item	Xi reactivation	esBAF inh	F508del corr	INS-1E GSIS act
49	/	/	-1.2	3
50	0.3	/	-2.3	22
51	0.0	3	3.4	29
52	-0.1	/	-1.2	-7
53	-0.9	-3	-1.7	-10
54	/	14	/	0
55	0.2	1	0.0	1
56	0.0	1	-2.3	14
57	/	17	-1.5	6
58	0.0	/	-1.4	8
59	-0.1	12	/	6
60	-0.1	-8	-0.5	2
